# Assay outcomes as filed in PubChem.
# TRPC4 block = inhibitors of mouse TRPC4 channel, primary screen, Fluo4 calcium, HEK293 TRPC4beta/mu-opioid cells | B-score at 10 µM | DAMGO-evoked Fluo4 calcium flux; hits give low values | 300,000 compounds, 0.39% hits;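 active = B-score over 3 SD under the library average, no early fluorescence shift, positive overall ratio signal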
#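 Assay system: HEK293 cells with stable TRPC4beta plus mu-opioid receptor expression. Dosing: single dose. Measured by: Fluo4 Ca2+ flux fluorescence. Also added: DAMGO in two steps, submaximal then maximal. Read-out: B score from integrated Fluo4 fluorescence ratio.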
# IEC-6 cytotox = cytotoxicity in IEC-6 intestinal epithelial cells, primary screen, cytotoxicity control for KLF5 inhibitor project, cell-based, luminescence; IEC-6 cytotoxicity, luminescence viability; inhibition, % at 5 µM; 290,000 compounds, 0.78% hits; in the data active = inhibition above about 22%;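 also: 0% = plate median of test compound wells and 100% = cytotoxic reference compound wells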
# TRPC6 inhibitor = mouse TRPC6 channel inhibitors, primary screen, cell-based, HEK293, membrane potential dye; 310,000 compounds, 1.1% hits; AID 2553, 2010; ACh-evoked depolarization; hits give low values; B-score at 10 µM;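 active = B-score under library mean minus 3 SD, initial fluorescence not abnormally high, positive integrated signal ratio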;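 also: B-score derived from integrated fluorescence ratio over the kinetic read; more negative B-score means stronger inhibition of depolarization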
# Target sequence (Q61143 whole entry, looked up): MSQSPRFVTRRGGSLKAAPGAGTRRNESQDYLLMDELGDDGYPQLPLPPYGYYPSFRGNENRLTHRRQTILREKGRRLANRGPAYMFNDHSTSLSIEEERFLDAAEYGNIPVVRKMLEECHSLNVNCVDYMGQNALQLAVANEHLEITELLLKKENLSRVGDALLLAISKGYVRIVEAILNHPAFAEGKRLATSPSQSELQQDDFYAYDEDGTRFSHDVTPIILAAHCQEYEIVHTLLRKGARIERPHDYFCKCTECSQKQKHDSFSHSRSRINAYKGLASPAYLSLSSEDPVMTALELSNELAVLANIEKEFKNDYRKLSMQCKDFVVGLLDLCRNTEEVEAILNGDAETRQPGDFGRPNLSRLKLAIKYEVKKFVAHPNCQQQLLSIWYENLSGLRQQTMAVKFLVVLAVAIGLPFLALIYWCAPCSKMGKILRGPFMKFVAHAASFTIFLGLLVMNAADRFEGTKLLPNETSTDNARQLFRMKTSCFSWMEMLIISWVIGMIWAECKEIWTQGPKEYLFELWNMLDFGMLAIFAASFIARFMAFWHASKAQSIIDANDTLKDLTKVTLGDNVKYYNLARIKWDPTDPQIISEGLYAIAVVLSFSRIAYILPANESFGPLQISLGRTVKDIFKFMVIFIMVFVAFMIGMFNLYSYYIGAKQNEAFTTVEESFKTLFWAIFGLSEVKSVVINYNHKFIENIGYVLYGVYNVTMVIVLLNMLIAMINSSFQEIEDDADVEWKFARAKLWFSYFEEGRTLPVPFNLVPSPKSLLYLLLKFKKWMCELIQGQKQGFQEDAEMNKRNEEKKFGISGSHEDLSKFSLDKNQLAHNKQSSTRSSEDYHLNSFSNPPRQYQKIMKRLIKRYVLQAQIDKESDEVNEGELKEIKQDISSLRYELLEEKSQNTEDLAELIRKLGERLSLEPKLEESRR
# TRPC6 act = mouse TRPC6 channel activators, primary screen, cell-based, HEK293, membrane potential dye; Short transient receptor potential channel 6 (Mus musculus), Q61143; HEK293-TRPC6 membrane potential dye fluorescence; hits give high values; B-score at 10 µM; 310,000 compounds, 0.13% hits;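 active = B-score of the integrated fluorescence ratio above library mean plus 3 SD, and starting fluorescence ratio within library mean plus 5 SD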;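 also: higher score means more depolarization so channel activation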
# SKKanGAS inh = S. pyogenes SKKanGAS growth inhibitors in kanamycin, primary screen, streptokinase expression inhibitor project, SKKanGAS strain, BacTiter-Glo luminescence; 6 h; inhibition, % at 7.5 µM; 300,000 compounds, 1.3% hits; AID 1662, 2009;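 active = mean replicate score, as percent of positive control median, at least 50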;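 also: strain carries kanamycin resistance gene driven by streptokinase promoter and grows in 40 µg/ml kanamycin; loss of luminescence reflects streptokinase promoter inhibition or plain growth inhibition; 0% = median of DMSO wells and 100% = positive control at its reference dose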
# TRPC4 act = activators of mouse TRPC4 channel, primary screen, Fluo4 calcium, HEK293 TRPC4beta/mu-opioid cells. Short transient receptor potential channel 4 (Mus musculus), Q9QUQ5. Fluo4 calcium fluorescence; hits give high values. B-score at 10 µM. 310,000 compounds, 0.49% hits;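 active = B-score above 5 SD of library B-scores, and initial fluorescence ratio not above library mean plus 5 SD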;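 also: positive B-score marks a calcium rise read as TRPC4 activation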
#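 System: HEK293 cells stably co-expressing mouse TRPC4beta and mu-opioid receptor; Schedule: Fluo4 dye loading 45 min at room temperature, 110 s recording; Detection: Fluo4 fluorescence, kinetic; Evaluation: B-scored integrated calcium fluorescence ratio; Controls: buffer (low) and maximal DAMGO (high).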
# MrgX1 antag = antagonists of human MrgX1 receptor, primary screen, HEK293 cells, Fluo-4 calcium flux; Mas-related G-protein coupled receptor member X1 (Homo sapiens), Q96LB2; BAM8-22 antagonism; hits give low values; B-score at 10 µM; 310,000 compounds, 1.3% hits;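 active = calcium-response B-score plate-corrected more than 3 library SD below zero, starting fluorescence within 5 deviations, no agonist response on first addition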;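 also: peak minus trough fluorescence over baseline after final BAM8-22 challenge near maximal dose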
# KLF5 inh = KLF5 expression inhibitors, primary screen, DLD-1 cells, luminescence; AID 1700, 2009; 290,000 compounds, 0.23% hits; DLD-1 KLF5 promoter-luciferase reporter; inhibition, % at 5 µM;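 active = inhibition above a per-plate limit of that plate's mean compound inhibition plus 3 SD, cut at about 60% in these data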;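 also: 0% = DMSO wells and 100% = LY294002 at 200 µM; higher means less KLF5 promoter-driven luciferase light; inactives centre near -14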
# TRPC4 potent = positive allosteric modulators of TRPC4, primary screen, cell-based, mouse TRPC4beta, HEK293 mu-opioid, Fluo-4 calcium; B-score at 10 µM; 310,000 compounds, 0.42% hits; DAMGO EC20, Fluo-4 Ca2+ flux; hits give high values; Short transient receptor potential channel 4 (Mus musculus), Q9QUQ5;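 active = B-score of calcium response area above 5 SD of library B-scores, with initial fluorescence ratio within 5 SD of library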;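 also: B-score of integrated fluorescence ratio over time as area under calcium response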
# HIF act = HIF pathway transcriptional activators, primary screen, cell-based, U2OS HRE-luciferase, luminescence; 300,000 compounds, 0.32% hits; AID 1910, 2009; activation, % at 7.5 µM (by protocol); U2OS HRE-luciferase reporter; normalized: DMSO 0%, desferrioxamine 100%;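 active = mean activation of at least 10% of the iron chelator positive control signal, with at least half of replicates also reaching 10%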
# aSyn 5UTR inh = MLPCN primary screen, SNCA 5' untranslated region; alpha-synuclein 5'UTR reporter, inhibitor activity; inhibition, % (tested at 7.5 µM); 300,000 compounds, 0.82% hits; AID 1813, 2009; in the data active = inhibition above about 60%;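 also: H4 neuroglioblastoma cells stably carrying SNCA 5'UTR luciferase fusion; 0% = DMSO wells and 100% = positive control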
# * marks the source's active call; other numbers are inactive results; i = inactive; . = not tested or not shown.
SMILES,TRPC4 block,IEC-6 cytotox,TRPC6 inhibitor,TRPC6 act,SKKanGAS inh,TRPC4 act,MrgX1 antag,KLF5 inh,TRPC4 potent,HIF act,aSyn 5UTR inh
Fc1ccccc1Cc1ccc(Cl)nn1,i,-8,i,i,-17,i,i,-12,i,-0.3,-9
Cc1ccc(CNC(=O)c2ccc[nH]2)cc1,i,0,i,i,0,i,i,-30,i,-0.7,2
Cc1ccc2c(cnn2C(=O)CCC(=O)N2CCCCC2C)c1 (stereo not drawn),i,2,i,i,-7,i,i,1,i,0.2,-1
COc1ccc(N(C(=O)c2cccnc2)S(=O)(=O)c2ccccc2)cc1,i,8,i,i,-6,i,i,28,i,-0.3,-15
CCCN(CCC)CC(=O)Nc1cccc2c1OCO2,i,0,i,i,-3,i,i,9,i,0.0,6
O=C(NNC(=S)NC(=O)c1cccc([N+](=O)[O-])c1)c1ccc(O)cc1,i,1,i,i,0,i,i,-19,i,-3.6,6
COc1n[nH]c(C(=O)Nc2cc(F)ccc2C)c1[N+](=O)[O-],i,0,i,i,6,i,i,-2,i,-0.4,22
CCOC(=O)C1(CC2CCCCO2)CCN(C(=O)Nc2ccc(SC)cc2)CC1 (stereo not drawn),i,0,i,i,11,i,i,0,i,3.1,-27
Cc1ccc2c(c1)c1c3n2CCN(CC#N)C3CCC1 (stereo not drawn),i,-2,i,i,-1,i,i,-37,i,0.6,1
COc1ccc(NC(=O)NCCCCc2ccccc2)cc1OC,i,-18,i,i,-3,i,i,-27,i,-0.3,-9
CC(C)(C)C(=O)OC/C(N)=N/OC(=O)c1ccc(Cl)c(Cl)c1,i,0,i,i,-8,i,i,-33,i,0.1,-30
CC(C)(C)c1ccc(OCCCC(=O)NC2=NCCS2)cc1,i,4,i,i,62*,i,i,-51,i,-0.6,2
COc1ccc(NC(=O)CN2CCC(NC(=O)c3ccc(OC)cc3)CC2)cc1,i,-4,i,i,-2,i,i,-33,i,1.3,-6
CCOC(=O)CN(C(=O)CSc1nnc(C)n1-c1ccccc1)c1cccc([N+](=O)[O-])c1,i,-4,i,i,-3,i,i,4,i,0.0,9
C/C=C/C(=O)Nc1nnc(C(C)C)s1,i,-3,i,i,5,i,i,-16,i,0.1,-19
CC(=O)OCC1=C(C(=O)O)N2C(=O)C(NC(=O)c3ccc(COc4cccc(Cl)c4Cl)o3)C2SC1 (stereo not drawn),i,1,i,i,72*,i,i,-18,i,0.1,-2
Cc1ccc(/C=C/C2=NN(C)C(=O)CC2)cc1,i,4,i,i,2,i,i,-146,i,2.4,-104
CCCCN(C)C(=O)C1CCN(Cc2cccnc2)CC1,i,6,i,i,-1,i,i,-48,i,0.4,-11
Cc1ccc(S(=O)(=O)Nc2nc3n(n2)C(c2ccc(Cl)cc2)CC(=O)N3)cc1 (stereo not drawn),i,-4,i,i,4,i,i,-8,i,-0.1,2
O=C(C1=C[C@@H](c2ccc(C(F)(F)F)cc2)C[C@@H](OCCCCO)O1)N1CCN(Cc2ccc3c(c2)OCO3)CC1,i,4,i,i,4,i,i,-11,i,-0.2,51
CC1CC(C)CN(S(=O)(=O)N2CCC(C(=O)NCCC3=CCCCC3)CC2)C1 (stereo not drawn),i,0,i,i,6,i,i,-22,i,-0.2,4
Cc1ccc(Nc2nc3ccccc3[nH]2)nc1,i,17,i,i,66*,108*,i,-166,i,6.3,-220
CCCC(=O)N1CC(=O)Nc2ccc(Br)cc2C1c1ccc(F)cc1 (stereo not drawn),i,3,i,i,-2,i,i,-9,i,0.2,-27
Cc1nc2sccn2c(=O)c1S(=O)(=O)Nc1ccc(N2CCN(S(C)(=O)=O)CC2)cc1,i,-2,i,i,15,i,i,0,i,-20,22
O=C(CNC(=O)c1cccc(F)c1)OCCOc1cccc(Cl)c1,i,.,i,i,-8,i,i,.,i,0.2,1
# More entries follow.
SMILES,TRPC4 block,IEC-6 cytotox,TRPC6 inhibitor,TRPC6 act,SKKanGAS inh,TRPC4 act,MrgX1 antag,KLF5 inh,TRPC4 potent,HIF act,aSyn 5UTR inh
O=C(O)c1ccc(CNCc2cccc(Cl)c2Cl)cc1,.,2,.,.,-3,.,i,-20,.,-0.2,10
NS(=O)(=O)c1ccc(N=Nc2c(O)ccc3ccccc23)cc1,i,4,i,i,-1,i,i,-49,i,2.4,0
Cc1ccc(C(=O)Nc2ccccc2C(=O)O)cc1S(=O)(=O)Nc1ccc(Br)cc1,i,.,i,i,36,i,i,.,i,-0.5,7
Cc1cc(Cl)c(S(=O)(=O)N(C)C)cc1OCC(N)=O,i,0,i,i,-2,i,i,-23,i,-0.2,-1
CCN1C(=S)N[C@@H](c2ccccc2)C(C(=O)OC)=C1C,i,0,i,i,0,i,i,-22,i,0.3,-2
O=[N+]([O-])c1cc(C(F)(F)F)ccc1-n1nnc2ccccc21,i,2,i,i,2,i,i,-11,i,-0.2,-55
CCOc1ccc(CNC23CN4CN(CN(C4)C2)C3)cc1,i,-2,i,i,-3,i,i,14,i,1.0,19
O=C(Oc1c(CN2CCOCC2)cc(Cl)c2cccnc12)c1ccc(F)cc1,i,0,i,i,19,i,i,-22,i,2.9,65*
COc1ccc2[nH]c3c(=O)n(CCc4ccccc4)cnc3c2c1,i,7,i,i,-9,i,i,-11,i,1.0,-76
COc1ccc(N(C)S(=O)(=O)c2cccc(C(=O)Nc3ccc(-n4cnnn4)cc3)c2)cc1,i,4,i,i,2,i,i,5,i,-0.4,18
CC(=O)Nc1ccc(C2Nc3ccccc3C(=O)N2C2CCCCC2)cc1 (stereo not drawn),i,-3,i,i,4,i,i,-16,i,0.2,15
COc1ccc(-c2cn3nc(SCC(=O)NC4CCCCC4)ccc3n2)cc1,i,-6,i,i,4,i,i,-124,i,5.0,0
Cc1nc2ccc(Cl)cn2c1C(=O)NN,i,6,i,i,10,i,i,-3,i,0.2,-21
CSc1ccc(/C=C/C(=O)N2CCCN(C)CC2)cc1,i,5,i,i,0,i,i,-9,i,2.0,-50
Cc1ccccc1NC(=O)c1cnn(-c2ccccc2)c1NC(=O)c1ccco1,i,-1,i,i,3,i,i,-18,i,-0.5,-6
O=C(/C=C/c1c[nH]c2ccccc12)c1ccccc1,i,0,i,i,-9,i,i,-51,i,3.2,-330
CCCCN(C)Cc1cc(=O)oc2ccc3ccccc3c12,i,4,i,i,8,i,i,-14,i,0.0,10
O=C(NN=C1C2CC3CC1CC(Cl)(C3)C2)c1cccs1,i,8,i,i,1,i,i,-119,i,1.2,-54
O=C(c1ccc2c(=O)n3c(nc2c1)CCCCC3)N1CCN(c2ccc(F)cc2)CC1,i,1,i,i,-5,i,i,-17,i,-0.1,21
O=C(NNC(=O)c1ccc2ccccc2c1)Nc1ccc(F)cc1,i,-1,i,i,-3,i,i,-25,i,0.0,1
Cc1ccc(Nc2nnc(SCC(=O)c3ccc(O)cc3O)s2)cc1,i,-7,i,i,28,i,i,-20,i,0.5,-5
CN(CC(=O)O)S(=O)(=O)c1ccc2c(c1)NC(=O)CC(=O)N2,i,-3,i,i,16,i,i,-6,i,-0.2,25
Cc1nn(-c2ccccc2)c(C)c1/C=N/n1cnnc1,i,5,i,i,3,i,i,-17,i,-0.6,-2
Cc1ccc(CNC(=O)CSCc2cccc(F)c2)cc1,i,-4,i,i,-5,i,i,-26,i,3.2,-7
C=CCn1c(CSCc2ccc(Cl)cc2Cl)nnc1SCC(=O)Nc1ccc(C(=O)O)cc1,i,-3,i,i,37,i,i,-34,i,-1.5,5
# (list continues)
SMILES,TRPC4 block,IEC-6 cytotox,TRPC6 inhibitor,TRPC6 act,SKKanGAS inh,TRPC4 act,MrgX1 antag,KLF5 inh,TRPC4 potent,HIF act,aSyn 5UTR inh
O=[N+]([O-])c1ccc(-c2nn(-c3ccccc3)cc2/C=N/n2c(-c3ccncc3)n[nH]c2=S)cc1,i,4,i,i,17,i,i,8,i,0.7,-13
COc1cc(CN2CCC(Oc3cc(C(=O)NC4CC4)ccc3OC)CC2)cc(OC)c1,i,-3,i,i,6,i,i,-42,i,-1.7,11
CCc1cccc(NC(=O)COC(=O)C2CCN(c3ccc(C(F)(F)F)cn3)CC2)c1,i,.,i,i,3,i,i,.,i,-0.5,12
CCCCNS(=O)(=O)c1ccc2nc(SCC(=O)Nc3sccc3C#N)[nH]c2c1,i,0,i,i,35,i,i,-7,i,-0.5,14
CCOC(=O)c1ccccc1NC(=O)CSc1nnc(C(C)C)n1CC,i,-1,i,i,-1,i,i,-23,i,-12,3
O=C(Nc1nc2ccccc2s1)c1ccc([N+](=O)[O-])o1,i,86*,i,i,6,i,i,-35,i,1.1,-173
CC(=O)c1ccc(-n2c(C)c(C(C)=O)c3cc(O)ccc32)cc1,i,-6,i,i,0,i,i,-3,i,-2.1,-15
CC(=O)NCc1ccc(S(=O)(=O)N/N=C/c2ccccc2)cc1,i,13,i,i,1,i,i,13,i,0.1,1
CCn1cc(C(=O)O)c(=O)c2cnc(N3CCN(C(=S)Nc4ccccc4C(F)(F)F)CC3)nc21,i,-2,i,i,-2,i,i,-17,i,0.0,13
Cn1c(SCC(=O)Nc2ccc(F)cc2)nc2c([nH]c3ccccc32)c1=O,i,1,i,i,-15,i,i,-5,i,-0.1,16
N#Cc1ccc(Cl)cc1NC(=O)COC(=O)c1ccc(S(=O)(=O)N2CCCC2)cc1,i,4,i,i,1,i,i,-18,i,0.7,12
COc1ccc(O)c(/C=N/NC(=O)c2ccc(CSc3nc(C)cc(C)n3)cc2)c1,i,10,i,i,16,i,i,22,i,29*,19
Cc1ccc(S(=O)(=O)NC(=O)NCc2ccccn2)cc1,i,0,i,i,-8,i,i,-12,i,0.3,16
O=C(OCC(=O)N(C1CCCCC1)C1CCCCC1)c1cnccn1,i,1,i,i,8,i,i,9,i,-29,2
Cc1cc(C)c(OCC(=O)OCC(=O)N(C)C2CCS(=O)(=O)C2)c(C)c1 (stereo not drawn),i,.,i,i,-3,i,i,.,i,1.1,2
CS(=O)(=O)N1CCN(c2ccc(NC(=O)CSc3nnc(-c4ccco4)o3)cc2)CC1,i,7,i,i,0,i,i,-22,i,-0.4,11
